Screening results from PubChem BioAssay.
rCAG RNA binder = molecules binding r(CAG) RNA repeats; r(CAG) RNA repeat, TO-PRO-1 dye displacement fluorescence; inhibition, % at 3 µM; actives 1.3% (n = 370,000);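 active means inhibition above the plate cutoff, the mean of all test compounds on that plate plus 3 SD, cut at about 35% in these data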;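 further: 0% = DMSO alone and 100% = 100 µM mitoxantrone as full dye displacement; higher means more dye released from RNA so lower well fluorescence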
GC-A act = GC-A (human) enzyme activation. P16066. HEK293 GC-A cells, cGMP TR-FRET, EC30 ANP; 0% at EC30 ANP, 100% saturating ANP. activation, % at 10 µM. actives 0.14% (n = 370,000); in the data active means activation above about 40%
NPR2 activator = GC-B (human) receptor activation | P20594 | HEK293-GC-B cells, CNP EC30, cGMP TR-FRET; 0% at EC30 CNP, 100% saturating CNP | activation, % at 10 µM | actives 0.11% (n = 370,000);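 active means activation at 10 µM reaching about 35% in either raw or pattern-adjusted values, limit read from the data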
HTRA1 inh = inhibitors of human serine peptidase HTRA1 | recombinant HTRA1, FP-rhodamine activity-based probe, fluorescence polarization | inhibition, % at 5.96 µM | actives 0.5% (n = 340,000); in the data active means inhibition above about 36%;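 further: 0% = enzyme with DMSO and 100% = wells lacking enzyme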
MBD2 inh = MBD2-methylated oligo binding inhibition; Q9UBB5; TR-FRET, MBD2 binding to methylated oligonucleotide; inhibition, % at 4.4 µM; actives 0.31% (n = 370,000); in the data active means inhibition above about 13%
SIAE inh = human SIAE inhibition, primary screen. Q9HAT2. SIAE FP-Rh probe binding, fluorescence polarization. actives 0.69% (n = 370,000). inhibition, % at 9.66 µM;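 active means inhibition above a cutoff: mean of compounds within the control limits plus 3 SD of those, cut at about 17% in these data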;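 further: 0% = plate median of compound wells and 100% = probe without SIAE protein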
Target sequence (Q9HAT2 whole entry, looked up): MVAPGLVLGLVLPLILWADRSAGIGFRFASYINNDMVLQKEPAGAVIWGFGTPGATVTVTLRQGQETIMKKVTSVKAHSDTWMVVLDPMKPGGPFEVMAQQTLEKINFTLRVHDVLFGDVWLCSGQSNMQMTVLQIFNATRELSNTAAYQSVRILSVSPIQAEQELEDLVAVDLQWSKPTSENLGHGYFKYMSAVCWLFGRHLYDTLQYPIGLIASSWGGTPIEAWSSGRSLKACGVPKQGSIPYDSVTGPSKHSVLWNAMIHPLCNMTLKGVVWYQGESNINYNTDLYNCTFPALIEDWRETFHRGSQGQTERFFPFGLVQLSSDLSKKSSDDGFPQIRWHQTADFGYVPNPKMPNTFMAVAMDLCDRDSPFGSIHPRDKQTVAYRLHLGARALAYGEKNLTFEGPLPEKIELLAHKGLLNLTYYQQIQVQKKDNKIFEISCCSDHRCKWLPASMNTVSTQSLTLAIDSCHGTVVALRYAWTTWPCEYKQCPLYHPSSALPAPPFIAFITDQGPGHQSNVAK
ABHD4 inh = inhibitors of mouse ABHD4. Q8VD66. purified mABHD4, FP-Rh probe fluorescence polarization. inhibition, % at 8.92 µM. actives 0.54% (n = 370,000). AID 720543;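 active means inhibition exceeding the mean over every tested compound plus 3 SD, cut at about 30% in these data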;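 further: 0% = plate median of compound wells and 100% = S159A mutant with DMSO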
Target sequence (Q8VD66 whole entry, looked up): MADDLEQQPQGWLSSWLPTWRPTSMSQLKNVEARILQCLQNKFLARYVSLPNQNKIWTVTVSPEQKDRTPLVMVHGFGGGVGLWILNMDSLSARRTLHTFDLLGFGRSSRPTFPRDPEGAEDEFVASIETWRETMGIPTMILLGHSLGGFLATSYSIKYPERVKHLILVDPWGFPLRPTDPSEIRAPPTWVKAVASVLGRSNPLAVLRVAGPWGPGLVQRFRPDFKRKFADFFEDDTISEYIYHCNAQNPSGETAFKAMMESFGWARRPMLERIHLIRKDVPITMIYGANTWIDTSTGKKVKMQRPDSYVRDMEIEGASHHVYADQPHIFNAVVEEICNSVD
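Test system: mouse ABHD4 enzyme, wild type. Reagent: FP-Rh fluorescent activity-based probe, added after compound pre-incubation. Timing: pre-incubation 45 min, probe exposure 60 min, at 25 °C. Technique: FP readout, ex 525 nm / em 598 nm. Benchmarks: high control S159A mutant with DMSO, low control median of compound wells.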
UHRF1 binding = UHRF1 methyl-DNA binding inhibition; UHRF1 binding to methylated oligo, TR-FRET; Q96T88; inhibition, % at 4.4 µM; actives 0.75% (n = 370,000); in the data active means inhibition above about 21%;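 further: UHRF1 SRA domain binding a hemimethylated CpG hairpin DNA probe; 0% = median of test compound wells and 100% = reference inhibitor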
TCR-CD3 inh = blocks the human TCR-CD3 interaction; actives 0.37% (n = 360,000); inhibition, % at 9.4 µM; TAMRA-labeled TCR probe fluorescence, biochemical; in the data active means inhibition above about 19%;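 further: recombinant mutant TCR 2C K166C tagged with TAMRA read by polarization; 0% = receptor in buffer alone and 100% = receptor with positive control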
PRMT1 inh = blocks human protein arginine methyltransferase 1. Q99873. recombinant PRMT1, activity-based probe fluorescence polarization. inhibition, % at 2.79 µM. actives 1.3% (n = 370,000);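 active means inhibition above about 21% made by adding two undisclosed values, limit read from the data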
* marks the source's active call; other numbers are inactive results; nt = no result given; & = joins results of further samples.

SMILES | rCAG RNA binder | GC-A act | NPR2 activator | HTRA1 inh | MBD2 inh | SIAE inh | ABHD4 inh | UHRF1 binding | TCR-CD3 inh | PRMT1 inh
CN(C)C(=O)C1C2NC(=S)N(c3cccc(Cl)c3)C1(C)Oc1ccc(Cl)cc12 (centres undefined) | -2 | -5 | -4 | 1 | -4 | 5 | 1 | 1 | 2 | 0
COc1ccc(N(CC(=O)NCCOc2ccccc2)S(=O)(=O)c2ccc(C)cc2)cc1 | -5 | -4 | -3 | -10 | 0 | 5 | 15 | 1 | 5 | 1
C[C@@H]1CCCCO[C@@H](CN(C)S(=O)(=O)c2cn(C)cn2)[C@@H](C)CN([C@H](C)CO)C(=O)c2cc(N(C)C)ccc2O1 | 4 | 3 | 5 | 0 | -2 | 1 | -2 | 1 | 4 | -4
Cc1ccc(CNC(=O)OC2CC3CC2[C@H]2CCCCN2C3=O)cc1 (some centres undefined) | 0 | -2 | 5 | nt | 1 | 17 | 0 | 4 | -7 | 3
Cc1cc(C)c2cc(CN(CC3CCCO3)C(=S)NCc3ccco3)c(=O)[nH]c2c1 (centres undefined) | -2 | 3 | 9 | nt | -6 | -3 | -3 | 0 | 1 | 8
Cc1ccc2cc3cc(C(=O)N4CCN(C(=O)c5ccco5)CC4)sc3nc2c1 | 15 | -3 | -8 | -12 | 6 | -12 | -12 | 6 | 5 | 14
CN(C)C(=O)N1CCCC(C(=O)NCCc2ccccc2)C1 (centres undefined) | 0 | 1 | 2 | 10 | -2 | 0 | -2 | -1 | -1 | -3
O=C(NNS(=O)(=O)c1ccc([N+](=O)[O-])cc1)C1CCCCC1 | -1 | 1 | -1 | 1 | -3 | 0 | 4 | -2 | 1 | -4
O=C(NNc1cccc(Cl)n1)c1ccccc1CC[N+](=O)[O-] | 1 | -7 | 1 | 7 | -5 | 5 | -1 | 1 | 14 | -1
Cc1ccc(S(=O)(=O)NCCSc2nnc(N)s2)cc1 | 2 | 1 | 4 | -21 | 5 | 0 | -6 | 1 | -2 | -3
CC(NCC(O)COc1ccc2ccccc2c1)c1ccccc1 (centres undefined) | -2 | -16 | -3 | -7 | -4 | 6 | 10 | -1 | 12 | -1
COc1ccc(NC(=O)CSc2n[nH]c(-c3ccccc3)n2)cc1S(N)(=O)=O | 2 | 2 | -1 | 7 | -4 | 14 | -4 | 1 | -5 | -4
CCCS(=O)(=O)N1CCN(CC2CC3C=CC2C3)CC1 (centres undefined) | -5 | 2 | 2 | 4 | 5 | 5 | 7 | 1 | -4 | 2
Nc1c(C(=O)OCC(=O)Nc2ccc(Cl)cc2[N+](=O)[O-])[nH]c(=O)[nH]c1=O | 0 | -5 | -1 | -2 | -5 | 7 | 2 | -6 | 5 | -2
Cc1csc(N/N=C/c2ccccc2F)n1 | 7 | 3 | -4 | 4 | -2 | 1 | 15 | 0 | -42 | 20
CCOC(=O)C1(CC2CC2)CCN(Cc2ccc3cccc(F)c3n2)CC1 | -10 | -3 | -1 | -11 | 1 | 4 | -5 | -2 | 5 | -3
Cc1ccc(S(=O)(=O)N2CCC(C(=O)OCC(=O)N(C)C3CCCCC3)CC2)cc1C | -2 | 3 | -1 | 2 | 0 | 1 | 4 | -2 | -2 | 1
COc1ccc(OC)c(NC(=O)CSc2nc3ccccc3c(=O)n2CC2CCCO2)c1 (centres undefined) | -1 | 6 | -1 | -7 | 3 | 2 | 5 | 1 | -10 | 3
O=C(COC(=O)c1ccc(S(=O)(=O)NCc2ccco2)cc1)Nc1ccccc1OC(F)F | 10 | 0 | -4 | -14 | 2 | -11 | -12 | 5 | 4 | 0
CCCCNC(=O)C1(c2ccc(OC)cc2)CCOCC1 | -1 | -8 | -9 | -3 | 0 | -2 | 4 | -2 | 2 | -1
CCCCC(=O)N[C@@H]1CC[C@@]23CCCN2C(=O)CCC[C@H]3[C@H]1C | nt | -2 | -3 | nt | -1 | -5 | 3 | -3 | nt | -2
O=C(COC(=O)c1n[nH]c(=O)c2ccccc12)Nc1ccccc1F | 2 | -2 | -5 | 6 | -3 | -2 | 5 | -1 | 0 | -3
O=C(Nc1cccnc1)c1cc(-c2ccc(Cl)c(Cl)c2)on1 | 2 | 0 | -5 | 11 | -1 | -15 | 0 | 2 | -6 | 2
C=CCN(c1ccccc1OC)S(=O)(=O)c1cccc(C(=O)OCC(=O)c2c[nH]c3ccccc23)c1 | 18 | -2 | 3 | -87 | 0 | -111 | -88 | -1 | 44* | -1
CC(C)CN(CC(C)C)c1nn[nH]n1 | 1 | 4 | 4 | 2 | 0 | -2 | -2 | 1 | -5 | 1

Molecules listed so far with fluorine:
SMILES | rCAG RNA binder | GC-A act | NPR2 activator | HTRA1 inh | MBD2 inh | SIAE inh | ABHD4 inh | UHRF1 binding | TCR-CD3 inh | PRMT1 inh
Cc1csc(N/N=C/c2ccccc2F)n1 | 7 | 3 | -4 | 4 | -2 | 1 | 15 | 0 | -42 | 20
CCOC(=O)C1(CC2CC2)CCN(Cc2ccc3cccc(F)c3n2)CC1 | -10 | -3 | -1 | -11 | 1 | 4 | -5 | -2 | 5 | -3
O=C(COC(=O)c1ccc(S(=O)(=O)NCc2ccco2)cc1)Nc1ccccc1OC(F)F | 10 | 0 | -4 | -14 | 2 | -11 | -12 | 5 | 4 | 0
O=C(COC(=O)c1n[nH]c(=O)c2ccccc12)Nc1ccccc1F | 2 | -2 | -5 | 6 | -3 | -2 | 5 | -1 | 0 | -3

Remaining list, next part.
SMILES | rCAG RNA binder | GC-A act | NPR2 activator | HTRA1 inh | MBD2 inh | SIAE inh | ABHD4 inh | UHRF1 binding | TCR-CD3 inh | PRMT1 inh
CC(=O)C1C(=O)C=C(c2cccs2)CC1c1ccccc1 (centres undefined) | -3 | -5 | -2 | nt | -1 | -5 | -1 | 0 | 2 | 1
N#Cc1c(-c2ccccc2)nc(SCc2cccc(Cl)c2)[nH]c1=O | 82* | 5 | 0 | -110 | 2 | -18 | -68 | 4 | -2 | 4
CC1CC(C)CN(S(=O)(=O)c2ccc(NC(=O)c3ccc(=O)[nH]c3)cc2)C1 (centres undefined) | 5 | 1 | 0 | -3 | -4 | -36 | -6 | -1 | 2 | -5
COc1ccc(S(=O)(=O)C(C#N)c2nc3ccccc3nc2N2CCCCC2)cc1 (centres undefined) | 6 | 3 | 1 | 9 | 2 | 0 | 5 | -3 | -2 | 5
COc1cc(C2C=C(C34CC5CC(CC(C5)C3)C4)NC(=S)N2)cc(OC)c1OC (centres undefined) | -1 | -2 | -9 | -13 | -4 | -6 | -4 | -1 | 4 | 5
CN1/C(=C/C(=O)COC(=O)CN2C(=O)C3CC=CCC3C2=O)C(C)(C)c2ccccc21 (centres undefined) | 0 | -4 | -4 | -9 | 2 | 0 | -2 | -5 | 3 | -2
O=C(NC1CCSc2ccccc21)c1cccc([N+](=O)[O-])c1 (centres undefined) | -3 | 3 | -3 | -3 | 0 | 3 | -9 | 9 | -4 | -4
COc1cccc(NC(=O)COC(=O)CCC2CCCC2)c1 | -3 | 3 | 3 | 2 | -6 | -2 | 1 | -1 | 1 | -2
O=C1c2ccccc2C(=O)N1CCCc1nc(-c2ccccn2)no1 | -3 | 1 | -3 | 4 | 0 | 3 | 5 | 3 | -3 | 3
O=C(Cc1ccon1)c1ccc(O)cc1O | 0 | 3 | -1 | 7 | -5 | 2 | -6 | -1 | 6 | -3
COc1cc(NC(=O)CSc2nccc(=O)[nH]2)c(C)cc1[N+](=O)[O-] | 6 | 0 | 2 | -5 | 2 | 0 | -2 | 1 | 8 | 0
COc1cc2ccccc2cc1C(=O)Nc1ccc(N2CCN(C)CC2)cc1 | -3 | 6 | 1 | 1 | 1 | 0 | 4 | 0 | 4 | 0
O=C(N1CCOCC1)N1c2ccccc2Sc2ccccc21 | -5 | -15 | -5 | -2 | 2 | 9 | 1 | -1 | 2 | -3
O=C(Nc1cccc2nsnc12)c1cccs1 | 1&3 | 1&11 | 0&-5 | -7&-1 | -2&-5 | -4&4 | 1&-3 | -4&-5 | -3&2 | 0&-3
CC(C(=O)Nc1ccc(S(=O)(=O)N2CCOCC2)cc1)N1CCN(c2ccccn2)CC1 (centres undefined) | -1 | -1 | -1 | 1 | 4 | 3 | -6 | 2 | -2 | -1
Cn1c(N)c(C(c2ccccc2)c2c(N)n(C)c(=O)n(C)c2=O)c(=O)n(C)c1=O | -3 | 2 | -3 | 9 | 3 | -2 | 7 | 0 | 3 | -1
O=C1c2ccc(Cl)cc2S(=O)(=O)c2cccc(C(=O)N3CCC(Cc4ccccc4)CC3)c21 | 2 | 4 | 6 | -7 | -2 | 0 | 7 | -2 | 2 | 1
CCOc1ccc(NC(=O)CNS(=O)(=O)c2c(C)cc(C)cc2C)cc1 | -3 | 2 | -4 | -8 | 2 | 2 | -12 | 2 | 1 | 5
COc1ccc(-c2noc3c2-c2nc(-c4ccccc4C)sc2CC3)cc1 | 3 | -1 | -4 | nt | -1 | 3 | 0 | -1 | 3 | -3
Cc1cnc(C(=O)Nc2c(-c3ccccc3)[nH][nH]c2=O)cn1 | 2 | -2 | -2 | nt | -1 | 2 | -16 | -4 | -5 | 11
CC(C)Cc1nnc(NC(=O)C2CCN(C(=O)c3ccc(F)cc3)CC2)s1 | -9 | 3 | -2 | 6 | 2 | 3 | 2 | 0 | 8 | 0
CCN(CC)CCCN=Cc1c(O)n(Cc2ccccc2)c(=O)c2ccccc12 | 0 | -3 | -4 | -2 | 0 | 0 | 11 | 3 | -2 | -3
CC(C)(C)OC(=O)C[C@@H]1C/C=C\C[C@@H](CC(=O)NCCO)C(=O)NC[C@@H](c2ccccc2)OC1=O | -4 | 3 | 9 | -2 | -4 | -4 | 1 | 2 | 0 | 0

Looked up above:
C=CCN(c1ccccc1OC)S(=O)(=O)c1cccc(C(=O)OCC(=O)c2c[nH]c3ccccc23)c1 in PRMT1 inh is entered as -1
Cc1cc(C)c2cc(CN(CC3CCCO3)C(=S)NCc3ccco3)c(=O)[nH]c2c1 (centres undefined) in GC-A act is entered as 3

Some of the compounds tested (hit frequency here may not be typical).
